Vif-APOBEC3F blk – qHTS for Inhibitors of Vif-A3F Interactions: qHTS; HeLa A3F-eYFP + Vif (tagged APOBEC3F with the HIV-1 protein that degrades it), YFP fluorescence increase; hit rate 0.2% among 390,000; Potency, µM (series often up to 46.1 µM), for inactives: top-dose activity, negative = active; note: potency is the fitted concentration of half-maximal effect; % of control where 0% means no effect; nearly all actives have a fitted effect of over 65% in size
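HeLa cells stably expressing Vif plus C-terminally eYFP-tagged A3F were seeded, incubated overnight at 37 deg C, dosed with compound, incubated overnight again at 37 deg C. Yellow fluorescence (Ex 488/Em 500-530) reported blocked Vif-mediated A3F-eYFP degradation.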
D1 potentiator – Potentiators of Human D1 Dopamine Receptor: qHTS; HEK293 TREx D1 cells, calcium flux, dopamine EC20 potentiation; D(1A) dopamine receptor (Homo sapiens), P21728; hit rate 0.036% among 360,000; potentiation, % at 10 µM; AID 504651, 2011; in the data active = potentiation above about 30%; note: 0% is about no effect
GRP78 ERSR act – qHTS for Inducers of the Endoplasmic Reticulum Stress Response (ERSR) in Human Glioma: qHTS. U87-MG GRP78 promoter luciferase reporter, 16 h. Potency, µM, inactives show at the highest dose activation, hits mostly activators. hit rate 0.02% among 420,000; note: potency is the fitted concentration of half-maximal effect; series mostly up to about 76 µM; % of control where 0% means no effect; nearly all actives have a fitted effect of over 35% in size
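Stably transfected U87-MG glioma cells carrying a GRP78-based luciferase sensor; 16 h compound incubation. Luminescence end-point read 10 min after Bright-Glo addition at room temperature.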
RXFP1 agonist – qHTS Assay for Agonists of the Relaxin Receptor RXFP1; Relaxin receptor 1 (Homo sapiens), Q9HBX9; HEK293T-RXFP1 cAMP TR-FRET, 30 min; response scale: percent of porcine relaxin response, buffer zero; Potency, µM (top dose mostly 57.5 µM), for the others: at the top dose activation, actives largely listed as activators; hit rate 0.3% among 370,000; AID 2676, 2010; note: potency is the fitted concentration of half-maximal effect; % is set by controls: 0 for no effect and ±100 for the full control effect; nearly all actives have a fitted effect of over 60% in size; many of its hits are not listed in these tables
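HEK293 cells stably expressing RXFP1, treated 30 min at 37C with compounds plus PDE4 inhibitor Ro 20174; cAMP measured by HTRF TR-FRET. Normalized to buffer and 29 nM porcine relaxin; EC50 by Hill fit.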
D1 antag – Antagonist of Human D 1 Dopamine Receptor: qHTS | hit rate 3.2% among 360,000 | activity change, negative = inhibition, % at 10 µM | D(1A) dopamine receptor (Homo sapiens), P21728 | AID 504652, 2011 | HEK293 TREx D1 cells, calcium flux, dopamine EC80; hits give low values; in the data active = activity change below about -30%; note: % is set by controls: 0 for no effect and ±100 for the full control effect
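HEK293 T-REx cells expressing inducible, force-coupled D1 receptor; no-wash Ca dye, 30–90 min RT. Cmpd → 180 s read at 1 Hz → EC80 DA → 180 s read.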
LDHA block – qHTS assay for inhibitors of human lactate dehydrogenase. AID 1347041, 2019. activity change, % (values are at about 110 or 230 µM). purified LDHA, NADH/diaphorase-resazurin fluorescence; hits give low values. hit rate 0.15% among 480,000; in the data active = activity change below about -30%; inconclusive = mostly about -25% to -30%;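 note: plate controls were DMSO wells for no effect and wells without enzyme for full effect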
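Enzyme activity of human lactate dehydrogenase 5 (2 nM; 0.06 mM NADH, 0.2 mM pyruvate, 5 min, RT) is measured via a resazurin/diaphorase fluorescence readout of residual NADH.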
D2 potentiator – HTS Assay for Positive Allosteric Modulators of the Human D2 Dopamine Receptor: Primary Screen for Potentiators; D(2) dopamine receptor (Homo sapiens), P14416; HEK293 T-REx D2, calcium flux, EC20 dopamine potentiation; potentiation, % at 10 µM; hit rate 0.34% among 340,000;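 active = potentiation over 3 SD above the plate norm, cut at about 30% in these data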; note: 0% is about no effect
Target sequence (P14416 whole entry, looked up): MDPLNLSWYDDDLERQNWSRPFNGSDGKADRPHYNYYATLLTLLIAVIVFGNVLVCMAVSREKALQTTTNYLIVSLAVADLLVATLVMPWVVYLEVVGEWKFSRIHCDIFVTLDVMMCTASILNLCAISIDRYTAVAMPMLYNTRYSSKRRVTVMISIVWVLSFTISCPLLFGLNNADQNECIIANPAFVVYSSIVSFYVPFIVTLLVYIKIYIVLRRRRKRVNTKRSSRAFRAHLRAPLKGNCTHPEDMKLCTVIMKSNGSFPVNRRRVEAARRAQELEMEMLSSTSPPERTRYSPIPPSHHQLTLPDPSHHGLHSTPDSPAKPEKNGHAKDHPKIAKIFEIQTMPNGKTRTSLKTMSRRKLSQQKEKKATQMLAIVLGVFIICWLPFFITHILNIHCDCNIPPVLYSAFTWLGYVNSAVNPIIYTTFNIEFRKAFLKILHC
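Tetracycline-induced HEK293 T-REx cells force-coupled to calcium signalling expressed D2; compounds were pin-added after a 10 s baseline, read kinetically 180 s, then an EC20 dopamine challenge followed with a further 180 s calcium read.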
Vif-A3G inh – qHTS for Inhibitors of Vif-A3G Interactions: qHTS | DNA dC->dU-editing enzyme APOBEC-3G (Homo sapiens), Q9HC16 | HeLa A3G-eYFP + Vif (tagged APOBEC3G with the HIV-1 protein that degrades it), YFP fluorescence, overnight | Potency, µM (series often up to 46.1 µM), without a hit: top-dose activity, negative = active, actives largely listed as inhibitors | hit rate 0.076% among 410,000 | AID 602310, 2012;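 note: potency is the fitted concentration of half-maximal effect; % is set by controls: 0 for no effect and ±100 for the full control effect; nearly all actives have a fitted effect of over 60% in size; hits raise eYFP signal because A3G escapes Vif-driven loss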
Target sequence (Q9HC16 whole entry, looked up): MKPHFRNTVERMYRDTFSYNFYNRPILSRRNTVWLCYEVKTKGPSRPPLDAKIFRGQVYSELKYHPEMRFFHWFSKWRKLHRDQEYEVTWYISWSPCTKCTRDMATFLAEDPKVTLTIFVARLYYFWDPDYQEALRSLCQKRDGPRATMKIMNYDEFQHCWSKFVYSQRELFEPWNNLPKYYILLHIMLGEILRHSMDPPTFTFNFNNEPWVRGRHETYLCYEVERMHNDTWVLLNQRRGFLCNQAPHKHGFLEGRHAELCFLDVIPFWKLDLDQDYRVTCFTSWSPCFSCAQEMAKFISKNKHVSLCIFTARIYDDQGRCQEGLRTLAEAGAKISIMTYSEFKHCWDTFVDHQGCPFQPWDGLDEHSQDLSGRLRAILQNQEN
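HeLa cells stably expressing Vif and C-terminally eYFP-tagged A3G, seeded overnight at 37 deg C, then exposed to compound by pintool overnight at 37 deg C. Rise in yellow fluorescence (Ex 488/Em 500-530, Acumen) marks blocked Vif-driven A3G degradation.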
D1 ag – Allosteric Agonists of the Human D1 Dopamine Receptor: qHTS. hit rate 1% among 360,000. activation, % at 2 µM. HEK293 T-REx D1 cells, calcium flux, agonist mode; in the data active = activation above about 30%; note: 0% is about no effect
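Tetracycline-induced HEK293 TREx D1 cells, force-coupled to calcium signalling, were dye-loaded with a no-wash calcium kit. Compound was pin-added after a 10 s baseline. Fluorescence was read kinetically at 1 cycle/s for 180 s, with calcium rises flagged as agonism.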
The depositor's hits bear a star; ? = inconclusive; · = no result given; & = joins results of further samples. Unless noted, calls come from the whole dose curve; as a rule, active = well fitted curve in the direction sought with a large enough effect; inconclusive = small, poorly fitted or top-dose-only effect, or another doubt; inactive = no such curve, though single readings can be large; an effect the other way counts as inactive or inconclusive.

no.	smiles	Vif-APOBEC3F blk	D1 potentiator	GRP78 ERSR act	RXFP1 agonist	D1 antag	LDHA block	D2 potentiator	Vif-A3G inh	D1 ag
1	CCn1cc(C(=O)O)c(=O)c2cnc(N3CCN(C(=S)Nc4ccccc4)CC3)nc21	4%	0	-4%	13%	9	5	-1	5%	4
2	CN1CCc2c(sc(N)c2C(=O)c2ccc(Cl)cc2)C1	?	-4	4%	3.4%	-10	-4	-3	-28%	6
3	O=C(N/N=C1\CCCc2ccccc21)c1ccc([N+](=O)[O-])cc1Cl	·	-9	-2%	1.3%	-7	-2	9	-1%	0
4	Cc1nn(CC(=O)NCCC2=CCCCC2)c(C)c1S(=O)(=O)N(C)C	-4%	·	-5%	·	·	-4	·	2%	·
5	COc1ccc(/C=C/C(=O)OCC(=O)N2CC(=O)Nc3ccccc32)cc1S(=O)(=O)N1CCOCC1	-21%	-3	-1%	0.1%	4	-5	12	-15%	4
6	COc1ccc(CNC(=O)Nc2ccc(C)cc2)cc1	2%	2	1%	-1.3%	9	-4	6	-5%	2
7	C=CCc1cccc2cc(C(=O)NCc3cccnc3)c(=O)oc12	0%	-3	-6%	0.8%	0	-4	1	-8%	2
8	COc1ccc2c(CC(=O)OCC(=O)NC(N)=O)coc2c1	-13%	0	2%	-0.2%	-12	-2	5	-1%	2
9	OC(CN1CCN(c2ccccc2)CC1)c1ccc2c(c1)CCN2 (centres undefined)	1%	-2	-3%	0.5%	4	0	9	4%	2
10	Nc1nc2nccc(-c3ccc(Cl)cc3)n2n1	5%	0	4%	0.5%	-16	-3	8	-13%	0
11	CCOC(=O)N1CCN(C2=C(NS(=O)(=O)c3ccc(C)cc3)C(=O)c3ccccc3C2=O)CC1	19%	1	-4%	7.2%	-11	12	9	-8%	3
12	COc1cc(OC)c(C(=O)CCC(=O)O)cc1OC	-27%	-9	-8%	0.7%	-2	-7	1	-5%	0

Single records, as listed above. Order of screens: Vif-APOBEC3F blk | D1 potentiator | GRP78 ERSR act | RXFP1 agonist | D1 antag | LDHA block | D2 potentiator | Vif-A3G inh | D1 ag
OC(CN1CCN(c2ccccc2)CC1)c1ccc2c(c1)CCN2 (centres undefined) is listed with 1% | -2 | -3% | 0.5% | 4 | 0 | 9 | 4% | 2
CCn1cc(C(=O)O)c(=O)c2cnc(N3CCN(C(=S)Nc4ccccc4)CC3)nc21 is listed with 4% | 0 | -4% | 13% | 9 | 5 | -1 | 5% | 4

The listing continues:
no.	smiles	Vif-APOBEC3F blk	D1 potentiator	GRP78 ERSR act	RXFP1 agonist	D1 antag	LDHA block	D2 potentiator	Vif-A3G inh	D1 ag
13	Cc1cccc(NC(=O)CN2CCSc3ccccc32)c1	9%	0	-3%	-2.2%	-22	-6	1	-1%	5
14	FC(F)(F)c1cc(-c2ccc(Cl)cc2)nc(NCc2cccnc2)n1	-4%	-4	0%	-0.8%	37	0	-4	-10%	0
15	CCn1cc(CN2CCCC(CNS(=O)(=O)Cc3ccccc3)C2)cn1 (centres undefined)	1%	-4	-7%	2.2%	-3	-8	9	4%	1
16	NC(=O)CC(NC(=O)Cc1cccc2ccccc12)c1ccc(NC2CCCCCC2)c([N+](=O)[O-])c1 (centres undefined)	?	-1	-2%	0.0%	7	-10	19	-22%	3
17	CCOC(=O)C1=C(CN2CCN(CCC#N)CC2)NC(=O)NC1c1ccc2c(c1)OCO2 (centres undefined)	5%	4	-3%	2.1%	-3	-8	1	0%	3
18	Cc1ccc(C)c(N(C)C(=O)C2CCN(S(=O)(=O)c3cccc4nsnc34)CC2)c1	5%	1	-2%	5.6%	-6	4	3	-1%	-2
19	COc1ccc(OCCCC(=O)Nc2cccc([N+](=O)[O-])c2)cc1	2%	-8	0%	0.3%	-21	0	-13	-4%	12
20	O=C(NC(=S)Nc1ccccc1N1CCOCC1)c1sc2ccccc2c1Cl	2%	2	0%	-1.8%	11	-15	22	-3%	-1
21	CC(C)Oc1ccc(C(=O)NC(C)(C)CO)cc1	-7%	3	-2%	-1.4%	8	-5	-9	-3%	1
22	Cc1cc(C)cc(NC(=O)Nc2c(Br)cnn2C)c1	-12%	-6	-2%	5.1%	-5	-1	-9	2%	2
23	Oc1ccccc1N1CCN(CC(O)COCc2ccccc2Cl)CC1 (centres undefined)	-1%	-8	-2%	0.1%	-4	-3	-37	-1%	6
24	O=C(Cn1nc(C(=O)O)c2ccccc2c1=O)Nc1cccc(S(=O)(=O)N2CCCCC2)c1	-13%	·	-4%	·	·	-7	·	6%	·
25	CCOc1ccccc1CNS(=O)(=O)c1ccc(-c2cnc(C3CC3)o2)cc1	-9%&0%	-3&1	-4%&-5%	3.0%&1.6%	1&-14	-5&-5	10&-1	-12%&-7%	13&8
26	CCC1(C)Cc2c(sc3[nH]c(=S)n(Cc4ccccc4)c(=O)c23)CO1 (centres undefined)	?	13	-8%	4.2%	-1	-5	12	-3%	1
27	CCOC(=O)N/N=C/c1ccc(N2CCOCC2)s1	-1%	-5	0%	1.7%	-8	1	-2	0%	1
28	Cc1cc(C)cc(C(=O)Nc2nnc(SCC(=O)NCC3CCCO3)s2)c1 (centres undefined)	2%	-3	-3%	-2.0%	-1	0	14	-9%	0
29	COc1ccccc1CNC(=O)c1cc2cc3ccc(Cl)cc3nc2o1	-8%	3	-1%	6.6%	8	0	9	5%	-2
30	Cc1ccc(-c2nn(CCC(=O)O)cc2CCC(=O)O)cc1	-1%	-1	0%	0.6%	3	-10	1	0%	0
31	O=C(NCCc1c[nH]c2ccccc12)C(=O)Nc1ccccc1	-22%	-5	3%	2.9%	-19	-11	-13	1%	4
32	COc1ccc2[nH]c3c(=S)nc[nH]c3c2c1	-1%	-4	3%	16µM*	5	6	·	-6%	1
33	Cc1nc(N2CCN(C(=O)c3ccco3)CC2)[nH]c(=O)c1C	-24%	3	-2%	1.5%	-2	1	0	-8%	4
34	C/C(=N/NS(=O)(=O)c1cccc([N+](=O)[O-])c1)c1ccncc1	-9%	-5	6%	1.3%	-16	-8	3	5%	6
35	COc1ccc(S[C@@H](CCN2CC[C@H](O)CCC2=O)c2ccccc2)cc1	5%	0	1%&-3%	-0.8%	16	-2	-7	0%&1%	1
36	CCN(C(=O)COc1ccc(C(C)=O)cc1)c1cccc2ccccc12	1%	·	-1%	·	·	-16	·	-6%	·
37	CCOC(=O)c1c(C)nc2sc3c(c2c1-c1ccc(OC)cc1)NC(c1ccc(OC)cc1)NC3=O (centres undefined)	-18%	2	1%	4.9%	-7	-6	11	0%	0
38	Cc1ccccc1OCCn1c(=S)[nH]c2c(N)ncnc21	-1%	1	-2%	-0.4%	7	-5	-2	-5%	-1
39	O=C(Nc1ccccc1Oc1cccnc1)C1CCCN(C/C=C/c2ccccc2)C1 (centres undefined)	0%	-6	-3%	-3.3%	-10	-12	-27	1%	1
40	CC(C)(C)c1ccc(C(=O)NN=C2CCCC2)cc1	-2%	2	-2%	-2.0%	-1	-3	-11	-7%	10
41	COC(=O)c1ccc(NC(=O)CN2C(=O)CSC2=O)cc1	-10%	-6	2%	-0.6%	-2	2	4	2%	5
42	Cc1ccccc1NC(=O)c1ccc(S(=O)(=O)N(C)C)cc1	2%	-1	-3%	-0.5%	-10	-4	6	1%	2
43	Cc1nc(CCN2C(=O)c3ccccc3C2=O)n[nH]1	-29%	0	-6%	0.2%	·	2	5	1%	-1
44	COc1ccc(NC(=O)CCn2nc(-c3ccccc3OC)c3c(C)cc(C)nc32)cc1	1%	-4	0%	0.4%	-6	-1	-17	1%	1
45	O=c1cc(-c2ccccc2)n2c(SCc3ccc(Br)cc3)nnc2[nH]1	2%	5	-3%	-0.9%	·	-8	6	-3%	-4
46	CCS(=O)(=O)N1Cc2ccccc2CC1C(=O)NCC12CC3CC(CC(C3)C1)C2 (centres undefined)	10%	-4	-4%	1.0%	23	-2	-5	1%	3
47	Cc1c(NC(=O)C2(c3ccc(Cl)cc3)CCCC2)c(=O)n(-c2ccccc2)n1C	-6%	-1	-3%	-0.3%	-4	0	-4	-6%	-2
48	Cc1ccc2nc(SCC(=O)c3ccc4c(c3)NC(=O)CO4)[nH]c2c1	?	-4	-7%	16%	3	-6	16	-16%	1
49	COc1cc(OC)c(OC)cc1CN1CCN(Cc2ccc(SC)cc2)CC1	-7%	-2	-3%	-1.5%	-3	-30*	-20	0%	-2
50	O=C1c2ccccc2NC(c2cccc(F)c2)N1Cc1ccco1 (centres undefined)	-20%	2	-3%	0.0%	3	4	2	-10%	0
51	CCc1c(C)nc(SCC(=O)NC2CCCC2)[nH]c1=O	-8%	-6	1%	-1.7%	3	-2	15	0%	1
52	O=c1oc(-c2cccs2)nc2sc3c(c12)CCCCC3	-7%	0	1%	0.3%	3	-6	3	1%	0
53	C=CCn1c(SCC(=O)O)nnc1-c1cccc(Cl)c1	-1%	4	6%	1.9%	-6	3	-6	-3%	-3

Assay outcomes from PubChem BioAssay.

Only part of the results is shown, so the mix of outcomes need not match the whole.
